Source: PubChem BioAssay
UTI89 phage lysis – inhibition of K1F phage lysis, E. coli UTI89, bacterial capsule biogenesis inhibitors, alamar blue (AID 488966). E. coli UTI89 K1F phage lysis, alamar blue, 2 h; higher % means a stronger effect. inhibition, % at 100 µM, or IC50 in µM where a hit was titrated. 340,000 compounds, 0.02% hits;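 active means phage lysis inhibition, versus mean bacterial control, above a set limit; inconclusive means no clear call, values can overlap the other calls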;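 further: capsule biogenesis inhibitors block K1F phage lysis so surviving cells raise fluorescence; higher fluorescence means more inhibition of phage lysis; actives were called in the ten point dose series up to 300 µM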
LYP phosphatase – PTPN22 lymphoid phosphatase activity blockers – biochemical, fluorescence intensity, uHTS (AID 1779). recombinant LYP phosphatase, fluorescence intensity; higher % means a stronger effect. 290,000 compounds, 0.054% hits. one-dose inhibition, % at 11.5 µM; IC50 in µM for titrated hits; in the data active means inhibition above about 50%;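 further: plate controls were vehicle with enzyme for no effect and no enzyme for full effect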
WT yeast gro inh – growth inhibition of WT yeast, mitochondrial fusion screen. mitochondrial fusion phenotypic screen, WT strain. inhibition, % at 10 µM. 190,000 compounds, 2.1% hits. AID 1362; in the data active means inhibition above about 58%; tested in S. cerevisiae
GPR35 antagonists – GPR35 antagonists blocking zaprinast-driven arrestin recruitment, primary screen, imaging, U2OS, beta-arrestin-GFP, zaprinast agonist (AID 2058); U2OS GPR35 beta-arrestin-GFP translocation imaging, zaprinast antagonism; higher % means a stronger effect; inhibition, % at 10 µM; hits with a dose series show IC50 in µM; 290,000 compounds, 0.052% hits;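 active means inhibition of at least 50% with at least 30 cells and total cytoplasm GFP at most 10,000,000; inconclusive means under 30 cells or total GFP of 10,000,000 plus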
Autophagy HCS – alters autophagy in cells; 190,000 compounds, 0.98% hits; AID 463193; MEF GFP-LC3 puncta imaging; test concentration mostly 10 µM; calls only at 10 µM (by protocol);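 active means percentage of spot-positive cells more than 3 SD above its plate mean, without a fluorescence outlier flag or 80% toxicity; inconclusive means no clear call, values can overlap the other calls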;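 further: spot-positive cell cutoff set from DMSO-treated cells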
NS5 inhibitors – flavivirus cap methylation enzyme inhibition – biochemical, confirmation dose response, primary screen (AID 588689); Dengue-2 NS5 methyltransferase capping enzyme assay, biochemical; higher % means a stronger effect; inhibition, % at 25 µM; hits with a dose series show IC50 in µM; 340,000 compounds, 0.3% hits; in the data active means a potency from the dose series; inconclusive means inhibition above about 29% without an active follow-up result
AID2073 – inhibitors of Mint1-CaV2.2 protein interaction, biochemical, HTRF (AID 2073); HTRF protein-protein interaction, Mint1-CaV2.2; higher % means a stronger effect; inhibition, % at 20 µM; hits with a dose series show IC50 in µM; 290,000 compounds, 0.19% hits; in the data active means inhibition mostly above about 51%, no sharp cut-off; inconclusive means no clear call, values can overlap the other calls; inactive means mostly below about 53%; further: some results filed as inactive read as strong as hits
NTR1 ag – NTR1-driven beta-arrestin-GFP spot formation – imaging, U2OS cells, high content, primary screen (AID 493036); activation, % at 20 µM; P30989; 330,000 compounds, 0.17% hits; agonist mode;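 active means activation at or above 40% of the spot to cytoplasm intensity ratio, with at least 20 cells analyzed; inconclusive means wells under 20 cells, flagged as cytotoxic or low count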;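 further: 0% = DMSO without peptide and 100% = 100 nM NTR1 peptide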
Target sequence (P30989 whole entry, looked up): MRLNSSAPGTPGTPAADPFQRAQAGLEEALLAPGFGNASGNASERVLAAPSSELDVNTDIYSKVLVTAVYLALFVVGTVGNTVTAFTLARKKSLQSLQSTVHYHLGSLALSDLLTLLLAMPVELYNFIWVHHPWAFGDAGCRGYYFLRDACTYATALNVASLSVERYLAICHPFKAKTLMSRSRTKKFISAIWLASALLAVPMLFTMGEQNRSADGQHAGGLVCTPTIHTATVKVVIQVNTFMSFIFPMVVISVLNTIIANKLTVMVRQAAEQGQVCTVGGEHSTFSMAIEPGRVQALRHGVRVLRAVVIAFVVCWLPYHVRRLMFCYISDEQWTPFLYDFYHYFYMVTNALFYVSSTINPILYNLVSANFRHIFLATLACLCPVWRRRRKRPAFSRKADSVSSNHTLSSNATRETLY
RSV antiviral HEp-2 – RSV antiviral activity via CPE protection, HEp-2 cells, primary 10 µM value included (AID 2391); HEp-2 cells, RSV-induced CPE inhibition; higher % means a stronger effect; 310,000 compounds, 0.13% hits; one-dose CPE inhibition, % at 10 µM; IC50 in µM for titrated hits; in the data active means a potency from the dose series; inconclusive means CPE inhibition mostly from about 23% at the one dose, without a potency; inactive means the rest, 99 in 100 with CPE inhibition below about 21%; further: strong numbers were not always called active
WT yeast gro inh mutant strain – also measured in WT yeast gro inh; calls as there; inhibition, %; mitochondrial fusion phenotypic screen, mutant strain inhibition
Autophagy HCS cell loss 18 h – recorded beside Autophagy HCS, whose call it bears; toxicity, %; measured here: cell loss, nuclei count;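 cell loss after 18 h compound exposure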
NTR1 ag cell count 20 µM – second read-out of NTR1 ag, no call of its own (marks repeat the call); cell count; measured here: cell count, cytotoxicity flag
* marks the source's active call; other numbers are inactive results; i = inactive; ? = inconclusive; . = not tested or not shown; [ ] = remark or other dose.

Compound,UTI89 phage lysis,LYP phosphatase,WT yeast gro inh,WT yeast gro inh mutant strain,GPR35 antagonists,Autophagy HCS,Autophagy HCS cell loss 18 h,NS5 inhibitors,AID2073,NTR1 ag,NTR1 ag cell count 20 µM,RSV antiviral HEp-2
COC(=O)CC1C(=O)NCCN1C(=S)NC(=O)C(c1ccccc1)c1ccccc1 (stereo not given),2.0%[50 µM],1%,-9,6,0%,i,12,-4%,-17%,2.8,58,1.2%
Cn1c(=O)c2c(n(Cc3ccccc3)c1=O)NC(=O)C2CC(=O)N1CCc2ccccc2C1 (stereo not given),1.0%,6%,-1,0,23%,i,-8,12%,-26%,.,.,.
COc1ccccc1N1CCN(C(=O)c2cc3c(=O)n4cccc(C)c4nc3s2)CC1,0.0%,-5%,.,.,-5%,.,.,7%,15%,4.1,39,1.8%
CC(=O)N/N=C(\C)CCc1ccccc1,-0.3%,-6%,-12,11,-7%,i,3,-3%,5%,0.2,57,-1.7%
COc1ccccc1N1CCN(C2CCCN(C(=O)CCn3cncn3)C2)CC1 (stereo not given),0.8%[50 µM],-10%,.,.,-3%,.,.,-4%,3%,0.3,58,0.9%
CCOc1ccc(N2CC(C(=O)NCCC3=CCCCC3)CC2=O)cc1 (stereo not given),1.7%,-9%,12,10,20%,i,5,-5%,-1%,-0.1,50,-1.5%
CCOC(=O)c1ccc(NC(=O)CSc2nnnn2C2CCCCC2)cc1,0.1%,-1%,9,2,-10%,i,5,-8%,12%,-0.7,50,2.1%
CCc1ccc(NC(=O)CCNS(=O)(=O)c2cccc3nsnc23)cc1,2.8%,-9%,-5,-5,-14%,i,-5,-4%,-3%,1.6,43,-0.3%
COc1ccc(-c2cc(C)no2)cc1S(=O)(=O)N1CCOc2ccccc21,-0.2%,-9%,.,.,-18%,.,.,-5%,12%,2.1,67,3.5%
CN(C)C(=O)CCC(=O)N1CCCC(C(=O)c2ccc3c4c(cccc24)CC3)C1 (stereo not given),0.1%,-6%,4,3,-2%,i,5,1%,19%,0.1,59,21%
O=C(COC(=O)c1cc(S(=O)(=O)N2CCCC2)ccc1O)NCCc1ccccc1,0.5%[50 µM],.,.,.,.,.,.,-6%,.,0.7,48,1.4%
CCOC1OC(=O)C(Cl)=C1Nc1ccc(C)cc1C (stereo not given),0.2%,-5%,6,14,-2%,i,16,-6%,2%,-0.8,80,0.8%
C[C@@H](O)C1NC(=O)[C@H](CCCCN)NC(=O)c2cc([N+](=O)[O-])cc(F)c2NCCCC[C@@H](C(N)=O)NC1=O (stereo not given in full),0.9%,-4%,9,6,0%,i,-23,-2%,-16%,-0.6,58,0.5%
O=C1/C(=C\c2ccc(C(F)(F)F)cc2)CSc2sccc21,-1.4%,-5%,.,.,4%,.,.,-11%,5%,2.1,68,.
CC(NC(=O)C1CCCO1)c1ccccc1 (stereo not given),-0.1%,-5%,-2,-6,0%,i,-18,2%,-3%,-1.4,62,-0.3%
Cc1[nH]nc2c1C(c1ccccc1F)CC(=O)N2 (stereo not given),0.2%,-2%,-1,13,-5%,i,-3,-11%,-1%,-1.3,96,0.8%
CCc1ccc(CN2CCC(CO)(CC3CCCCO3)CC2)o1 (stereo not given),0.6%,-8%,-12,-5,24%,i,0,-8%,5%,0.2,55,-0.2%
CN(C)S(=O)(=O)Oc1ccsc1C(=O)Nc1cccc(Cl)c1Cl,-0.3%,1%,20,-4,9%,i,-3,-10%,-3%,-0.5,105,-0.5%
O=C(O)C1CC(=O)N(c2ccc(OCc3ccccc3)cc2)C1 (stereo not given),-3.0%,-4%,-7,-17,28%,i,-6,2%,-2%,-0.5,73,.
Cc1ccc(OCC(=O)NNC(=O)CCc2ccccc2)c(Br)c1,-0.4%,-8%,.,.,24%,.,.,6%,6%,-0.4,42,1.4%
CCCN(CCC)C(=O)CSc1nc2ccsc2c(=O)n1NC(=O)c1ccccc1,0.3%,-1%,-14,10,-10%,i,-1,-1%,9%,0.2,83,0.0%
O=C(c1ccccc1Cl)N(Cc1ccc(Cl)c(Cl)c1)N1C(=O)CCCC1=O,0.4%,-3%,4,11,-5%,i,33,0%,1%,-0.1,52,0.7%
CN1CCN(C(=O)c2cc3c(s2)-c2ccccc2S(=O)(=O)C3)CC1,0.2%,0%,15,6,-20%,i,-5,0%,12%,-1.2,87,-0.7%
CC(C)N(CCNC(=O)c1ccc(CS(=O)(=O)c2c(Cl)cccc2Cl)o1)Cc1ccccc1,5.1%,-8%,.,.,-6%,.,.,-2%,1%,-0.4,60,-0.2%
O=C1C(=O)N(CNc2ccccn2)c2ccccc21,2.5%,-7%,-2,-1,-9%,i,-2,4%,?,3.4,73,3.9%
COc1ccc(-c2nc(N)n[nH]2)cc1OC,0.3%,-11%,2,3,0%,i,18,.,37%,0.8,63,1.9%
CCC(=O)N(Cc1ccco1)c1nc(-c2cc(OC)ccc2OC)cs1,0.4%,-3%,-16,-16,-5%,i,1,-1%,18%,8.5,82,0.2%
C[C@@H](N)C(=O)NC[C@H]1CC[C@H](C(=O)N[C@@H](Cc2ccccc2)C(=O)O)CC1,-0.2%[50 µM],-11%,.,.,0%,.,.,-8%,30%,1.2,89,1.3%
Cc1ccc(N(CC(=O)NC2CCCCC2)C(=O)CCCC(=O)Nc2ccccn2)c(C)c1,-1.0%,-5%,.,.,4%,.,.,-8%,-2%,1.0,52,0.3%
Cc1cc(N/N=C/c2ccc(O)cc2O)nc(N2CCOCC2)n1,0.4%,2%,.,.,-3%,.,.,-9%,2%,0.6,54,-0.3%
CC1(C)CC(=O)C=C(c2cccc(O)c2)C1,-0.3%,.,.,.,.,.,.,-12%,.,3.3,45,2.5%
Cc1ccc2c(Cl)cc(Cl)c(OCC(=O)Nc3cc(C)on3)c2n1,.,-9%,12,7,-2%,i,-3,.,27%,.,.,.
Cc1ccccc1N=C/C=C1/C=C(c2ccccc2)OC(C)(C)O1,0.4%,-1%,3,8,12%,i,-5,-18%,2%,3.9,61,0.4%
Cc1c(N2C(=O)c3ccc4c5c(ccc(c35)C2=O)CC4)c(=O)n(-c2ccccc2)n1C,-0.3%,-1%,42,-5,6%,i,1,21%,5.8µM*,1.0,41,3.0%
NC(=O)c1sc2nccc(Nc3ccccc3)c2c1N,0.2%,-7%,-9,7,-9%,i,-8,-3%,32%,-0.6,86,3.0%
COc1ccccc1NS(=O)(=O)c1cc(C(=O)N2CCCCCCC2)ccc1C,0.2%[50 µM],.,.,.,.,.,.,2%,.,0.8,60,4.1%
c1ccc(-n2nnnc2-c2cccnc2)cc1,2.9%[50 µM],-4%,9,-6,-2%,i,10,-2%,18%,1.6,51,-0.9%
OC1(c2ccc(F)cc2)CCN(Cc2ccccc2)C1 (stereo not given),0.2%,0%,14,14,13%,i,11,-2%,42%,-1.4,40,-1.1%
Cc1ccc(CN2CCN(Cc3ccc(O)cc3)CC2CCO)o1 (stereo not given),0.1%,-5%,-4,-7,6%,i,-7,0%,-7%,3.2,53,0.2%
O=C(CC1(O)C(=O)N(Cc2ccccc2Cl)c2ccccc21)c1ccco1 (stereo not given),-0.4%,-3%,-9,-2,0%,i,-9,-7%,-5%,1.4,67,1.6%

Four of these compounds in another layout.
Each structure is followed by: UTI89 phage lysis	LYP phosphatase	WT yeast gro inh	WT yeast gro inh mutant strain	GPR35 antagonists	Autophagy HCS	Autophagy HCS cell loss 18 h	NS5 inhibitors	AID2073	NTR1 ag	NTR1 ag cell count 20 µM	RSV antiviral HEp-2
Cc1cc(N/N=C/c2ccc(O)cc2O)nc(N2CCOCC2)n1
→ 0.4%	2%	.	.	-3%	.	.	-9%	2%	0.6	54	-0.3%
CC1(C)CC(=O)C=C(c2cccc(O)c2)C1
→ -0.3%	.	.	.	.	.	.	-12%	.	3.3	45	2.5%
Cc1ccc2c(Cl)cc(Cl)c(OCC(=O)Nc3cc(C)on3)c2n1
→ .	-9%	12	7	-2%	i	-3	.	27%	.	.	.
Cc1ccccc1N=C/C=C1/C=C(c2ccccc2)OC(C)(C)O1
→ 0.4%	-1%	3	8	12%	i	-5	-18%	2%	3.9	61	0.4%

Additional records.
Compound,UTI89 phage lysis,LYP phosphatase,WT yeast gro inh,WT yeast gro inh mutant strain,GPR35 antagonists,Autophagy HCS,Autophagy HCS cell loss 18 h,NS5 inhibitors,AID2073,NTR1 ag,NTR1 ag cell count 20 µM,RSV antiviral HEp-2
Cn1ncc(Cl)c1C(=O)Nc1nc2ccc(Cl)cc2s1,0.8%[50 µM],0%,5,5,-12%,i,-8,2%,0%,2.7,41,1.2%
CCOC(=O)c1c(NC(=O)Nc2ccccc2)sc(C)c1C,0.1%,3%,0,-14,-2%,i,-2,-1%,10%,6.5,51,1.2%
CC(=O)N1N=C(C)CC1c1ccc(O)cc1 (stereo not given),0.1%,-5%,-3,7,-1%,i,-15,-5%,1%,1.1,71,0.5%
CCOP(=O)(OCC)C(NC(=O)c1ccc(OC)cc1)c1ccccc1 (stereo not given),-0.4%,-8%,-7,5,-9%,i,-29,12%,-6%,0.0,30,1.4%
CN(C(=O)COC(=O)Cc1c(Cl)cccc1Cl)C1CCS(=O)(=O)C1 (stereo not given),0.1%,.,.,.,.,.,.,-2%,.,0.0,49,1.6%
CCOC(=O)c1sc2nc(C)cc(-c3ccccc3)c2c1N,0.6%,-10%,9,0,6%,i,-8,-5%,-4%,4.8,54,0.7%
O=C(CN1C(=O)NC2(CCCC2)C1=O)N1CCc2ccccc2C1,0.2%,-5%,-9,0,-4%,i,1,-13%,-4%,-0.5,88,2.1%
COC(=O)C1=C(C)NC(=O)CC1c1ccccc1F (stereo not given),8.7%,-2%,31,31,-4%,i,10,-6%,-1%,1.3,55,2.5%
O=C(CCCCl)Nc1nc(-c2ccc3c(c2)OCCO3)cs1,0.2%,-4%,.,.,20%,.,.,7%,-5%,2.9,49,22%
COc1ccc(S(=O)(=O)N2CCOCC2)cc1NC(=O)[C@@H]1CCCN1C(=O)c1cccs1,0.9%,-6%,-15,13,-13%,i,-1,-11%,7%,-1.0,42,1.5%
COc1ccc(NC(=O)C2=C(C)C(=O)OC23CCC(C)CC3)c(OC)c1 (stereo not given),3.0%,-2%,8,-13,-18%,i,-1,-3%,9%,3.0,56,1.9%
Clc1cccc(C2CCN(Cc3nc(CC4CC4)no3)C2)c1 (stereo not given),0.3%,-2%,5,-2,1%,i,18,-10%,-5%,2.5,46,2.6%
